# EPAC2 antag: blocks human EPAC2 exchange factor. Q8WZA2. EPAC2 GEF exchange of Rap1B-BODIPY-GDP, fluorescence. Potency, µM (titrated, usually from 114 µM), inactives show at the top dose activity, negative = inhibition, hits mostly inhibitors. 360,000 compounds, 0.18% hits. AID 720708; further: on the % scale 0 is the no-effect control and ±100 the full control effect; nearly all actives have a fitted effect of over 45% in size; many of its hits are not listed in these tables
# Target sequence (Q8WZA2 whole entry, looked up): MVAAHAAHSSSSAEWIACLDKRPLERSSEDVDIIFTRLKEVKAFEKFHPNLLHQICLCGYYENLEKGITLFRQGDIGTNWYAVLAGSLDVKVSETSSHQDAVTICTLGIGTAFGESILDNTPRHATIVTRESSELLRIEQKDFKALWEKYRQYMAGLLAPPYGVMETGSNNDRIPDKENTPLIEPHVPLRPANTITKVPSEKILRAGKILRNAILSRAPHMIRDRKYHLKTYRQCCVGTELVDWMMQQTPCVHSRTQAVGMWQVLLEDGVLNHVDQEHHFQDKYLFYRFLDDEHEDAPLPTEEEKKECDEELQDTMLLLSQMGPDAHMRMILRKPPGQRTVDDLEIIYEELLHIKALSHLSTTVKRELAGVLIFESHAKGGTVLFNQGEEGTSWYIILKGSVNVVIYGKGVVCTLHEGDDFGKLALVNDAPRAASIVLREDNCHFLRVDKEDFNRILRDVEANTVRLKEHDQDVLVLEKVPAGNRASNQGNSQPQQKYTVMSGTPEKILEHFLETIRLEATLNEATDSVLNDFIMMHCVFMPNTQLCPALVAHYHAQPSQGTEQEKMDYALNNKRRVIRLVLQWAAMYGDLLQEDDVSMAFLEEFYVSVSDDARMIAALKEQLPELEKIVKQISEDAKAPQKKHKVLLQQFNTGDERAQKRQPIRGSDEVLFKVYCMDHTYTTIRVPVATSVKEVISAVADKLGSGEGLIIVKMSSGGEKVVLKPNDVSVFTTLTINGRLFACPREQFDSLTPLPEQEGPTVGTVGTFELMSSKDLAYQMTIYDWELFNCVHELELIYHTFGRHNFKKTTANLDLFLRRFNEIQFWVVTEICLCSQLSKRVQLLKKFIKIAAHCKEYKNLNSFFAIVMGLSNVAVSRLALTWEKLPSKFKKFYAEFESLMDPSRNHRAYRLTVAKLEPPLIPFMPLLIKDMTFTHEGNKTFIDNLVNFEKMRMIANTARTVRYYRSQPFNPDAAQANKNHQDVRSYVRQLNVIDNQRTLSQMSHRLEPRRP
# HepG2 viability: HepG2 cytotoxicity, counter-screen for TGF-b inhibitors; HepG2 CAGA-GFP viability, ATP luminescence, 18 h; Potency, µM (highest dose often 46.1 µM), for inactives: at the top dose activity change, negative = cytotoxicity, usual class: cytotoxic; 410,000 compounds, 0.76% hits; AID 588856; further: some results filed as inactive show a strong effect at the top dose
#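 HepG2 CAGA-GFP cells (1000/well, DMEM with 1% FBS) received compound, then TGF-beta at 500 pg/mL final, and were incubated 18 hours at 37 degrees C. Viability was read by CellTiter-Glo luminescence. Media-only wells were set as complete cell-killing and DMSO as no toxicity.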
# Nrf2 block: inhibitors of Nrf2 signaling; A549 ARE-Fluc reporter, luciferase luminescence, 18-24 h; Potency, µM (titrated, usually from 46 µM), without a hit: top-dose activity change, negative = inhibition, most hits filed as inhibitors; 360,000 compounds, 2.1% hits; AID 504444; further: on the % scale 0 is the no-effect control and ±100 the full control effect; nearly all actives have a fitted effect of over 60% in size
#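 Nrf2 activity is the BugLite luminescence, read 15 min after reagent at room temperature, following CellTiter-Fluor cytotoxicity readout (30 min, 37C). Compound titrations were applied for 18-24 h to 5000 A549 ARE_Fluc cells/well in 5% FBS OPTI-MEM.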
# Nrf2 activator: Nrf2 pathway activation | Potency, µM (series often up to 46.1 µM), for inactives: at the highest dose activation, actives largely listed as activators | AREc32 ARE-luciferase reporter (MCF7-derived line), luminescence, 24 h | 410,000 compounds, 0.31% hits; further: % of control where 0% means no effect; nearly all actives have a fitted effect of over 65% in size
#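 For detection, Steady-Glo was added and plates sat 30 min at RT; before that, AREc32_Fluc cells grown overnight in OPTI-MEM/5% FBS had been treated with 23 nL compound for 24 hr at 37 deg C.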
# MCF10A rereplic: inducers of DNA re-replication in MCF 10A breast cells; MCF 10A DNA re-replication, Hoechst nuclear intensity, 48 h; 350,000 compounds, 2.9% hits; Potency, µM (top dose mostly 46.1 µM), without a hit: top-dose activity, positive = re-replication, usual class: activators; further: % of control where 0% means no effect; nearly all actives have a fitted effect of over 50% in size
# TGFb SMAD3 inh: TGF-b pathway inhibition; HepG2 CAGA-GFP TGF-b/SMAD3 reporter, GFP fluorescence, 18 h; TGF-beta stimulated, 500 pg/mL final; AID 588855; 410,000 compounds, 1.2% hits; Potency, µM (top dose mostly 46.1 µM), without a hit: at the highest dose activity, negative = inhibition, usual class: inhibitors; further: on the % scale 0 is the no-effect control and ±100 the full control effect; nearly all actives have a fitted effect of over 65% in size
#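 HEPG2 CAGA-GFP cells (1000/well, DMEM with 1% FBS) were pre-incubated 2 h at 37 degrees C, given compound by pin tool, then stimulated with TGF-beta at 500 pg/mL final for 18 h before per-cell GFP fluorescence imaging.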
# ATXN viability: reduces viability in counter-screen for ATXN expression inhibitors. S2 cells (HEK-293 line with an ATXN2-luciferase reporter) viability, CellTiter-Fluor protease fluorescence, 24 h. Potency, µM (highest dose often 56.7 µM), most hits filed as cytotoxic. 400,000 compounds, 0.49% hits. AID 651635; further: nearly all actives have a fitted effect of over 40% in size
# A549 viability: counter-screen for Nrf2 inhibitors: cytotoxicity in A549 cells | A549 ARE-Fluc cells, CellTiter-Fluor viability, 18-24 h | Potency, µM (doses to about 46 µM), for inactives: top-dose activity change, negative = cytotoxicity, most hits filed as inhibitors | 390,000 compounds, 0.16% hits; further: on the % scale 0 is the no-effect control and ±100 the full control effect
#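 A549 ARE-Fluc cells in 5% FBS OPTI-MEM, 5000 cells/well, rested 2 h then exposed to compounds in concentration-response for 18-24 h at 37 °C. Viability by CellTiter-Fluor fluorescence (Ex 405/Em 525) after 30 min; luciferase luminescence (BugLite, 15 min, RT) read afterwards.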
# ATXN2 expr inh: reduces ATXN2 reporter expression in HEK-293 cells | HEK-293 ATXN2-luciferase reporter, luminescence, 24 h | Potency, µM (top dose mostly 57 µM), for the others: at the top dose activity change, negative = inhibition, most hits filed as inhibitors | 360,000 compounds, 0.72% hits; further: on the % scale 0 is the no-effect control and ±100 the full control effect; nearly all actives have a fitted effect of over 55% in size
#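 qHTS (up to 57 uM final) was run with 24 h compound exposure of reporter cells at 37 °C. Each well was multiplexed: SteadyGlo luminescence measured ATXN2-luciferase expression after a fluorogenic Gly-Phe-AFC viability readout (25 uM final).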
# Active calls of the source: *; i = inactive; u = inconclusive; x = not tested or not shown; & = joins results of further samples; [ ] = remark or other dose. The call rests on the fitted dose curve; in most records, active means well fitted curve in the direction sought with a large enough effect; inconclusive means small, poorly fitted or top-dose-only effect, or another doubt; inactive means no such curve, though single readings can be large; an effect the other way counts as inactive or inconclusive. Potency means the concentration at half of the fitted maximal effect.
SMILES,EPAC2 antag,HepG2 viability,Nrf2 block,Nrf2 activator,MCF10A rereplic,TGFb SMAD3 inh,ATXN viability,A549 viability,ATXN2 expr inh
O=C(NCCCC(NC(=O)OCc1ccccc1)C(=O)O)OCc1ccccc1 (configuration not stated),11.5%,2.0%,u,0.4%,0.8%,-14.5%,i,-1.2%,1.3%
Cc1ccc(OC(=O)CCC(=O)NC(C)c2ccccc2)cc1 (configuration not stated),17.1%,5.5%,-3.7%,-0.8%,-1.2%,-3.8%,i,3.0%,-2.5%
CCOC(=O)CN(C(=O)CSc1nnc(CNc2ccc(F)cc2)o1)c1ccccc1,6.4%,2.4%,12.1%,0.1%,11.9%,1.7%,i,10.6%,-5.5%
COc1ccc(CCN2C(=O)CC(C(N)=O)SC2=Nc2ccccc2)cc1OC (configuration not stated),-6.1%,-10.0%,-21.4%,0.1%,3.9%,3.9%,i,9.3%,8.6%
Cc1ccc2c(c1)N(CC(=O)N1CCOCC1)C(=O)CO2,-8.5%,-9.4%,3.9%,-1.0%,-5.0%,9.3%,i,4.7%,1.7%
COc1cccc(Oc2nc(C)nc3c2oc2ccccc23)c1,x,-26.3%,x,5.2%,x,-20.6%,u,-5.4%,-13.2%
CCOc1ccc(CNC(=O)CCS(=O)(=O)c2cc3c(cc2Cl)NC(=O)CO3)cc1OC,x,1.1%,u,2.9%,x,1.9%,i,-4.3%,7.6%
Cc1cc(NS(=O)(=O)c2ccc(NC(=O)COc3ccc(Br)cc3C)cc2)no1,x,-25.5%,-1.1%,6.8%,x,0.6%,i,-5.7%,-1.3%
Cc1ccc(C#N)c(SCc2ccccc2[N+](=O)[O-])n1,4.0%,1.1%,7.4%,6.0%,-6.7%,0.0%,i,12.0%,3.8%
COc1cccc(/C=N/N(C)C2=NS(=O)(=O)c3ccccc32)c1O,-4.1%,2.0%,16.9%,0.4%,3.9%,4.5%,i,0.6%,10.1%
COc1ccc(C(=O)/C(=C/O)N=Nc2ccc(F)cc2)cc1,-2.6%,-38.1%,19.5%,5.7%,u,u,22.4µM*,-10.1%,u
Cc1cccc(C(=O)N2CCCC(N3CCN(c4ccccc4)CC3)C2)n1 (configuration not stated),-4.9%,7.1%,-8.5%,-0.2%,-0.5%,14.1%,i,-2.2%,7.1%
Cc1ccc(S(=O)(=O)NC(=O)c2cc(C)n(CCCN3CCOCC3)c2C)cc1,11.3%,11.5%,-2.5%,4.9%,-7.7%,-6.5%,i,-15.3%,7.1%
COc1cc(-c2nc(S(=O)(=O)c3ccc(Cl)cc3)c(N(C)C)o2)cc(OC)c1OC,3.5%,10.1%,x,-0.4%,u,7.2%,i,9.2%,6.8%
COc1cccc(NC(=O)C2C3C=CC4(O3)C2C(=O)N(CCCN2CCCCC2)C4C(=O)NC2CCCCC2)c1 (configuration not stated),8.3%,-26.9%,5.3%,-0.7%,-1.3%,-23.1%,i,0.7%,23.8%
Cc1nn(-c2cccc(Cl)c2)c2nc(-c3ccco3)cc(C(=O)O)c12,-4.4%,-6.1%,-3.9%,8.4%,14.6µM*,-1.1%,i,0.3%,-5.1%
COC(=O)c1ccccc1NC(=O)CN1CCc2ccccc2C1,-27.6%,-10.0%,-20.5%,1.5%,u,14.6%,i,6.8%,1.9%
COc1ccc(NS(=O)(=O)c2cc(Br)cc3c2N(C(=O)C2CC2)CC3)cc1OC,x,-12.2%,x,0.7%,x,2.2%,i,-11.6%,-3.6%
COC(=O)[C@H]1C[C@H](OC(=O)NCc2ccccc2)[C@@]2(O)CN(S(=O)(=O)c3ccc(C)cc3)CC2[C@H]1C(=O)OC (some centres not stated),-8.7%,-15.7%,x,1.4%,x,-0.7%,i,x,11.9%
Cc1cc(NC(=O)CSc2ccc3nnc(-c4ccc(Cl)cc4)n3n2)no1,-1.8%,-6.2%,-9.9%,-0.1%,26.8%,-3.5%,i,-17.8%,0.7%
CC(C)(C)c1ccc(C(=O)NC(=S)N2CCOCC2)cc1,-1.2%,1.7%,u,2.5%,10.5%,11.8%,i,3.8%,46.2%[activator]
CC(C)[C@H](NC(=O)Nc1cccc(Br)c1)C(=O)O,-11.8%,1.6%,u,0.1%,4.1%,16.9%,i,-2.4%,x
COc1ccc(N2CCN(C(=O)CCCn3c(=S)[nH]c4cc5c(cc4c3=O)OCO5)CC2)cc1,8.1%,-12.2%,u,0.3%,9.1%,5.0%,x,-20.5%,x
COc1ccc(C(=O)NN2CCCCC2)cc1OC,-1.8%,-6.0%,-5.3%,-0.7%,-2.9%,-2.4%,u,-4.7%[1.84 µM],6.8%
O=C(Nc1ccccc1N1CCOCC1)c1cccc(S(=O)(=O)Nc2ccccc2F)c1,-23.6%,-34.1%,-14.5%,0.2%,2.8%,-11.3%,i,5.5%,-8.3%
CS(=O)(=O)N(CC(=O)N1CCN(Cc2ccc3c(c2)OCO3)CC1)C1CCCCC1,0.6%,-16.8%,-19.8%,-0.8%,-4.6%,-20.7%,i,12.6%,-0.4%
Cc1ccc(S(=O)(=O)Cn2nnnc2C(CC(C)C)N2CCC(C(N)=O)CC2)cc1 (configuration not stated),2.9%,-19.6%,7.5%,4.5%,0.3%,-15.2%,i,u,2.6%
Cc1nnc(Cl)c2nn(-c3ccccc3F)c(C)c12,12.9%,-2.3%,-14.0%,0.1%,-0.7%,5.7%,i,-3.2%,9.8%
COc1cc2c(cc1OC)[C@@H](NC(=O)C(C)C)[C@H](OCc1ccccc1)C2,-0.2%,2.0%,23.8%,0.2%,7.0%,-16.9%,i,-3.6%,105.5%[activator]
CC(C)c1ccc(N(C(=O)c2ccco2)C(C(=O)NC2CCCC2)c2cccnc2)cc1 (configuration not stated),-3.1%,-3.3%,12.7%,0.2%,6.5%,2.1%,i,-17.3%,-11.5%
Cc1c(C(=O)Nc2ccc(-c3nnc4n3CCCCC4)cc2)oc2c1ccc1ccccc12,-5.9%,-77.6%,9.2µM*,-3.2%,u,u,u,u,u
NC1=NN(c2ccccc2)C(=O)C1,-0.6%,4.8%,1.3%,2.6%,0.9%,10.7%,u,1.6%,5.3%
CCOc1ccc(NC(=O)CC(Cc2ccc(Cl)cc2)C(=O)O)cc1 (configuration not stated),2.7%,1.5%,-5.4%,0.0%,-1.6%,4.3%,i,0.0%,-16.1%
COCCN(C(=O)Nc1ccc(F)cc1F)c1nc2ccccc2s1,-7.5%,6.5%,26.4%,4.2%,-0.5%,16.3%,i,4.2%,42.9%[activator]
O=C(CSc1ncccn1)N1CCN(C(c2ccccc2)c2ccccc2)CC1,-0.3%[57.1 µM],-11.3%,-26.9%,-0.8%,6.5%,-1.5%,i,2.8%,2.5%
CCC(=O)Nc1ccc2nc(SCCOc3cccc(C)c3)sc2c1,x,-29.3%,u,0.3%,x,-15.3%,i,-0.3%,-14.4%
CCS(=O)(=O)NCC(c1ccco1)N1CCN(c2ccc(F)cc2)CC1 (configuration not stated),7.3%,3.8%&15.9%,0.7%,-0.5%&1.5%,3.5%,-1.4%&9.8%,i,12.2%&6.4%,0.4%
NC1=NC[C@H](Cc2ccc(O)cc2)N1CCc1cccc(F)c1,4.2%,-48.3%,-19.0%,-0.6%,25.2%,u,i,0.2%,-1.5%
COc1ccc(C(=O)NCCCn2nc(C)cc2C)cc1S(=O)(=O)N1CCOCC1,10.2%,3.4%,-14.1%,-0.7%,u,-0.4%,i,-2.1%,8.3%
COc1ccccc1Cn1c(CO)nc2ccccc21,-5.4%,-2.5%,-6.2%,-0.4%,-0.4%,-14.6%,i,-3.2%,-2.3%
O=C(c1cccc(F)c1)N1CCN(C(=O)c2nn3cccnc3c2Cl)CC1,3.2%,0.2%,-6.6%,0.9%,-0.5%,u,i,-1.3%,12.3%
O=C(Cc1ccccc1)n1nc(-c2ccccc2)nc1NCc1ccco1,-1.9%,-7.6%,1.9%,4.2%,24.4%,-14.6%,i,-2.1%,27.6%
Cc1ccc(C(C[N+](=O)[O-])n2nc(C)cc2C)cc1 (configuration not stated),16.7%,7.1%,19.9%,2.3%,u,8.7%,i,-1.7%,-6.7%
Cc1ccc(S(=O)(=O)N2CCOC2CNC(=O)C(=O)NCCc2ccc(S(N)(=O)=O)cc2)cc1 (configuration not stated),13.4%,-12.3%,u,1.9%,-3.4%,-16.8%,i,4.0%,-13.9%
CC(C)(C)NC(=O)COc1coc(CN2CCN(C(=O)c3ccco3)CC2)cc1=O,12.5%,2.8%,2.7%,-0.5%,-3.4%,7.6%,i,3.2%,-5.9%
Cc1ccc(S(=O)(=O)N2CCC(C(=O)N3CCCC3C(=O)N[C@@H](CC(C)C)C(=O)NCC(N)=O)CC2)cc1 (some centres not stated),-8.4%,2.8%,-0.5%,-0.5%,0.4%,23.5%,i,9.4%,5.0%
CN(C1CCCCC1)S(=O)(=O)c1ccc2c(c1)c(=O)c(C(=O)O)cn2C,4.4%,-3.2%,x,-0.2%,x,-2.3%,i,x,x
CCn1c(-c2cccnc2Cl)nc2cc(C)c(C)cc21,0.4%,-20.2%,-0.6%,0.4%,-20.6%,-9.2%,i,5.9%,-7.7%[11.3 µM]
COc1cccc(-c2cc(C(=O)NCC3CCCO3)c3cc(C)cc(C)c3n2)c1 (configuration not stated),10.9%,15.4%,17.2%,4.9%,u,-0.8%,u,0.5%,47.1%[activator]
COc1ccccc1N1CCN(c2nc(-c3ccc(C)cc3)nc3ccccc23)CC1,x,-4.2%,x,-0.4%,x,-21.5%,x,6.0%,x
Cc1cc(CNC(=O)COc2ccc(C#N)cc2)c2ccccc2n1,-9.8%,-20.0%,-27.4%,0.1%,4.6%,3.4%,i,5.0%,-17.8%[11.3 µM]

# In the list so far, two contain a tert-butyl group:
SMILES,EPAC2 antag,HepG2 viability,Nrf2 block,Nrf2 activator,MCF10A rereplic,TGFb SMAD3 inh,ATXN viability,A549 viability,ATXN2 expr inh
CC(C)(C)c1ccc(C(=O)NC(=S)N2CCOCC2)cc1,-1.2%,1.7%,u,2.5%,10.5%,11.8%,i,3.8%,46.2%[activator]
CC(C)(C)NC(=O)COc1coc(CN2CCN(C(=O)c3ccco3)CC2)cc1=O,12.5%,2.8%,2.7%,-0.5%,-3.4%,7.6%,i,3.2%,-5.9%

# The list is partial. The share of hits here may be higher or lower than overall.
